Source: PubChem BioAssay (several laboratories)
BaF3 tox: reduces parental Ba/F3 cell viability, JAK2V617F counter-screen. AID 1486. CellTiter-Glo ATP luminescence. inhibition, % at 5.6 µM. hit rate 1.1% among 220,000;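 active means inhibition above a per-campaign cutoff, the mean inhibition of all tested compounds plus 3 SD, cut at about 27% in these data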;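 further: 0% = DMSO wells and 100% = JAK Inhibitor I control wells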
S1P4 antag: human S1P4 receptor antagonism. O95977. S1P4-expressing cells, antagonist mode, reporter read-out. inhibition, % at 4.98 µM. hit rate 0.26% among 220,000. AID 1510; in the data active means inhibition above about 29%;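 further: 0% = wells stimulated with agonist and 100% = vehicle wells without agonist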
Ba/F3 V617F tox: loss of viability in JAK2V617F-driven Ba/F3 cells; Ba/F3 EpoR-JAK2V617F viability, ATP luminescence; inhibition, % at 5.6 µM; hit rate 1.1% among 220,000;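 active means inhibition above the campaign mean plus 3 SD over all tested compounds, cut at about 24% in these data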;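 further: cytokine-independent growth of Ba/F3 cells driven by EpoR plus mutant JAK2; 0% = DMSO-treated cells and 100% = JAK inhibitor I control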
NPY2 pot ag: potentiates or activates human NPY-Y2 receptor. hit rate 0.45% among 220,000. activation, % at 3.6 µM. cells expressing NPY-Y2, potentiator/agonist read-out. AID 1359; in the data active means activation above about 27%;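 further: cells stimulated with NPY near EC25 plus isoproterenol at EC100; 0% = vehicle plus submaximal agonist and 100% = vehicle plus saturating agonist; some results beyond the cut were filed as inactive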
NPY-Y1 antag: antagonists of human neuropeptide Y receptor Y1; inhibition, % at 3.6 µM; P25929; AID 1040; hit rate 1% among 200,000; HEK293-CNG Y1 cells, membrane potential fluorescence; NPY at EC95, then isoproterenol;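 active means inhibition above the campaign mean inhibition of all tested compounds plus 3 SD, cut at about 20% in these data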;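 further: 0% = DMSO wells given NPY plus isoproterenol and 100% = isoproterenol alone without NPY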
Target sequence (P25929 whole entry, looked up): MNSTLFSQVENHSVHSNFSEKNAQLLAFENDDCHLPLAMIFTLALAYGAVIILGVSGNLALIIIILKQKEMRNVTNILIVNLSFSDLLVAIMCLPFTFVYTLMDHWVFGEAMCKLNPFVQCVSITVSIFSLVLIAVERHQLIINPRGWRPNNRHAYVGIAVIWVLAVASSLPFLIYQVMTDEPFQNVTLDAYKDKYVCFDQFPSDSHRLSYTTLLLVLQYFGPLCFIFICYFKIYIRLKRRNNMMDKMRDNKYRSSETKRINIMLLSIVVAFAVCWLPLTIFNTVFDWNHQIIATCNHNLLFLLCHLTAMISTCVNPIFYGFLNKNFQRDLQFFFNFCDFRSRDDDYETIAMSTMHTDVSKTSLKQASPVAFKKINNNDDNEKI
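material = HEK293 cells with Y1 receptor plus CNG channel | also added = NPY 25 nM then isoproterenol 1 µM plus Ro 20-1724 25 µM | schedule = dye 3 h, compound 60 min room temperature, stimulation 45 min | measured by = membrane potential fluorescence | benchmarks = high control isoproterenol alone, low control NPY with isoproterenol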
NPY1 pot ag: potentiators or agonists of human neuropeptide Y receptor Y1. P25929. NPY-Y1 expressing cells, potentiator/agonist activation. activation, % at 3.6 µM. hit rate 0.37% among 220,000. AID 1304; in the data active means activation above about 33%, passing the limit was not always enough;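 further: cells stimulated with NPY at EC10 then isoproterenol at EC100; 0% = low agonist plus stimulus and 100% = saturating agonist plus stimulus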
p47phox inh: inhibitors of human p47phox binding | hit rate 0.53% among 220,000 | P14598 | inhibition, % at 24.7 µM | p47phox/p22phox peptide binding, fluorescence polarization, 2 h;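 active means inhibition above about 30%, limit read from the data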;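 further: 0% = p47phox with labelled peptide and 100% = labelled peptide alone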
Target sequence (P14598 whole entry, looked up): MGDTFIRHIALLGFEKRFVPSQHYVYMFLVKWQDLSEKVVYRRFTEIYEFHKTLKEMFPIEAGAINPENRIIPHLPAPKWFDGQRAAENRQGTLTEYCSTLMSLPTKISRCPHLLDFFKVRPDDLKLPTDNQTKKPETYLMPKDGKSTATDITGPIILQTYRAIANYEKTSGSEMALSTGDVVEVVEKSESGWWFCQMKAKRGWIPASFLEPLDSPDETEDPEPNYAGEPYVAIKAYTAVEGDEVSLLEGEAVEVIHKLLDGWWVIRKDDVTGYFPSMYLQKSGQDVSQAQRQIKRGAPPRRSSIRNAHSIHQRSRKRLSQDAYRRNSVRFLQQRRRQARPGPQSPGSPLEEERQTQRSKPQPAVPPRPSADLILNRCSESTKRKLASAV
S1P4 agonist: activates the human S1P4 receptor | S1P4-expressing cell line, agonist reporter assay | activation, % at 4.98 µM | hit rate 0.35% among 220,000 | AID 1509; in the data active means activation above about 11%;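 further: 0% = DMSO vehicle and 100% = reference agonist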
CHOP inh: CHOP inhibition in unfolded protein response; hit rate 3.8% among 220,000; CHO-K1 CHOP-promoter luciferase, tunicamycin-induced, 15-18 h; inhibition, % at 10 µM;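 active means compounds that reduced the stress-induced luciferase reporter signal by more than about 70% of percent inhibition, limit read from the data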;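 further: 0% = tunicamycin plus vehicle and 100% = wells without tunicamycin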
* = called active by the depositor; . = not tested or not shown. Not a hit list. Share with any hit: about 7.1%.

The line under a structure holds: BaF3 tox, S1P4 antag, Ba/F3 V617F tox, NPY2 pot ag, NPY-Y1 antag, NPY1 pot ag, p47phox inh, S1P4 agonist, CHOP inh
- COc1cc(C(=O)N(c2ccc(C)c(C)c2)C2C=CS(=O)(=O)C2)cc(OC)c1OC (centres undefined)
  -1.1, 3.5, -1.1, -1.8, -1.1, -12.4, -5.0, 0.2, 3.6
- CCC(CC)NC(=O)c1cc(OC)c(OC)cc1[N+](=O)[O-]
  0.2, -22.6, -0.5, -5.3, 0.0, 8.0, -4.6, 0.8, -56.2
- COc1ccccc1S(=O)(=O)Nc1cccc(-c2nnc3n2CCCCC3)c1
  -1.6, -3.0, -3.3, 2.0, -4.7, 18.8, -7.5, 0.1, -3.3
- COc1ccc2nc(NC(=O)CSc3nc(C)cc(=O)[nH]3)sc2c1
  3.3, -8.2, -0.8, 8.0, -0.8, 6.2, -14.4, 0.4, 19.5
- CSC(=NC1CCCCC1)NS(=O)(=O)c1ccccc1
  7.7, -10.6, -0.4, 0.0, -1.4, 17.1, -11.5, -0.4, -1.5
- CC1C2CC(C(CN(C)C)/C2=N/O)C1(C)C (centres undefined)
  0.8, -21.2, -0.2, -4.4, 3.6, -9.5, -4.2, -1.1, -18.0
- CCOc1cc(-c2cc(N)n[nH]2)cc(OCC)c1OCC
  2.6, -8.4, 3.9, 13.3, 5.5, 6.0, -11.2, 2.0, 11.0
- Cc1[nH]c2ccccc2c1CC(=O)O
  0.7, -6.2, -2.6, -7.4, -0.5, 11.3, -23.6, 1.8, 13.7
- Cc1ccc(NS(=O)(=O)c2cccc(C(=O)N3CCOCC3)c2)cc1
  7.6, 12.4, 2.7, -1.6, -4.0, -17.3, -27.8, -1.1, 10.4
- CCOC(=O)c1c(NC(=O)c2ccccc2C)sc2c1CC(C)(C)OC2
  0.0, 9.0, 0.3, -21.9, 9.3, -52.5, -7.7, -1.4, 59.8
- COC(=O)c1sc2ncccc2c1OCc1cccc(Cl)c1
  1.2, 0.9, -1.5, -19.3, 6.2, -39.8, -14.0, 1.2, 69.4
- O=C(CN1C(=O)c2ccccc2C1=O)N1CCN(C(=O)c2ccco2)CC1
  5.6, -19.7, 0.5, -14.1, 2.2, -0.9, 4.8, -0.2, 1.6
- CCOC(=O)C1C(=O)NC(N2CCOCC2)=NC1C(C)C (centres undefined)
  1.7, -9.1, -4.4, 9.7, 1.4, 0.4, -9.1, 0.3, 22.4
- NC(=O)c1ccsc1NC(=O)COC(=O)CCOc1ccccc1
  -3.1, -26.9, 0.5, 40.7, ., -2.3, -13.1, 0.3, 16.8
- CN(C1CC(C)(C)N(O)C(C)(C)C1)S(=O)(=O)CC12CCC(CC1=O)C2(C)C (centres undefined)
  9.3, -12.5, -0.5, 8.5, 2.8, 4.3, -4.9, -0.2, 7.0
- COc1ccc(C(=O)N/C(=C\c2cccs2)c2nc3ccccc3[nH]2)cc1OC
  4.3, -11.3, 0.8, -17.9, 1.9, -7.9, -8.9, -0.1, -30.1
- COc1ccc(OC)c(NC(=O)C2=C(C)Nc3ncnn3C2c2cccs2)c1 (centres undefined)
  9.4, 6.7, 8.7, 6.6, 0.3, -9.9, -4.7, -0.5, 17.4
- C/C(=N\NC(=O)Nc1ccccc1)c1ccccc1
  8.1, -0.3, 4.4, -1.7, 11.7, -12.4, -7.4, -0.7, 6.7
- COc1cccc(Nc2nc3ccccc3n2C(C)C)c1
  2.8, 8.0, 0.0, 4.2, 7.6, 2.4, -9.0, 0.2, 12.1
- COc1ccc(C2(C(=O)NCCCN(C)C)CCOCC2)cc1
  1.5, -11.3, -2.2, 8.6, 3.4, 7.0, -2.5, 1.5, 4.2

In another format: entries from further up
SMILES: NC(=O)c1ccsc1NC(=O)COC(=O)CCOc1ccccc1
  BaF3 tox = -3.1
  S1P4 antag = -26.9
  Ba/F3 V617F tox = 0.5
  NPY2 pot ag = 40.7
  NPY-Y1 antag = .
  NPY1 pot ag = -2.3
  p47phox inh = -13.1
  S1P4 agonist = 0.3
  CHOP inh = 16.8
SMILES: CN(C1CC(C)(C)N(O)C(C)(C)C1)S(=O)(=O)CC12CCC(CC1=O)C2(C)C (centres undefined)
  BaF3 tox = 9.3
  S1P4 antag = -12.5
  Ba/F3 V617F tox = -0.5
  NPY2 pot ag = 8.5
  NPY-Y1 antag = 2.8
  NPY1 pot ag = 4.3
  p47phox inh = -4.9
  S1P4 agonist = -0.2
  CHOP inh = 7.0

The list continues.
The line under a structure holds: BaF3 tox, S1P4 antag, Ba/F3 V617F tox, NPY2 pot ag, NPY-Y1 antag, NPY1 pot ag, p47phox inh, S1P4 agonist, CHOP inh
- O=C(Nc1cccnc1Cl)c1noc2c1CCc1ccccc1-2
  0.8, 3.0, -0.4, -7.1, 6.9, -4.3, -9.5, 0.8, -41.8
- CCc1ccc(NC(=O)C(=S)NC2CCCCC2)cc1
  4.2, -12.9, -1.2, 10.2, 9.9, 0.8, 0.0, 0.6, -27.2
- COc1ccc(S(=O)(=O)N2CCCCCC2)cc1C(=O)OCC(=O)NCC(C)C
  5.0, 25.6, 1.3, -1.0, -4.0, -11.8, 3.6, 4.2, 16.6
- FC(F)(F)c1cccc(Cn2cnc(NC(=S)NCCc3ccccc3)n2)c1
  1.4, -10.2, -0.6, -2.6, 0.1, 4.8, -4.4, 0.0, -9.0
- COc1ccc(CCNC(=O)CN2C(=O)c3ccccc3S2(=O)=O)cc1
  0.9, 2.2, -4.8, -17.8, -0.7, -10.5, -8.2, 0.3, -18.5
- CCOC(=O)c1cncc(O)c1
  -0.9, -8.7, 1.8, -13.2, ., -6.5, 2.1, 0.4, 5.2
- COc1ccc(-c2nc(SC)n(C)c(=O)c2C#N)cc1OC
  9.0, 3.3, 1.1, -1.5, 0.1, 2.2, -2.3, 0.1, -33.4
- Cc1ccc(C)c(NC(=O)CCn2nc(C)cc2C)c1
  1.7, 5.4, -1.4, 1.8, 2.7, 4.8, 0.4, -0.8, 27.0
- CCN(CC)S(=O)(=O)c1ccc(C)c(NC(=O)Cn2cnc3cc([N+](=O)[O-])ccc3c2=O)c1
  2.8, -8.5, 0.0, -5.7, 6.4, -7.9, -9.3, 0.1, 2.9
- Cc1nnc(SCC(=O)N2CCN(C(=O)c3ccco3)CC2)n1-c1ccccc1
  0.9, -11.8, -0.9, -11.3, 4.0, -5.9, -2.0, 0.3, -1.5
- CC(=O)Cc1nsc(NC(=O)c2cc(-c3ccc(Cl)c(Cl)c3)oc2C)n1
  1.0, -2.9, -0.8, -5.3, -0.1, 2.6, -26.8, 1.7, -18.1
- O=C(CNC(=O)c1ccccc1)OC(C(=O)Nc1cc(C(F)(F)F)ccc1Cl)c1ccccc1 (centres undefined)
  2.6, 6.5, -1.8, -22.8, -0.1, -12.8, -13.2, 3.5, 41.6
- CC(=O)Nc1ccc(NC(=O)COC(=O)c2n[nH]c3ccccc23)cc1
  3.2, -8.2, 0.4, -0.6, 2.9, 7.5, -7.0, 0.5, -4.4
- COc1ccc(CCNC(=O)c2cc(S(=O)(=O)N(C)c3ccccc3)ccc2Cl)cc1
  8.5, -17.0, 4.1, -9.5, 7.2, -6.1, -104.3, -1.6, -6.6
- Fc1ccccc1NC(=S)N(CCCN1CCOCC1)Cc1cccnc1
  6.6, -6.8, 1.6, 3.3, 0.9, -0.7, -10.2, 0.3, -0.1
- CCOC(=O)c1c(-c2cccc3ccccc23)csc1NC(=O)C1C2CCC(O2)C1C(=O)O (centres undefined)
  0.0, -13.7, -1.2, -1.1, 5.6, 10.8, -9.9, 0.3, 10.7
- COc1ccc(CC(=O)NC2CCCc3ccccc32)cc1 (centres undefined)
  0.8, -9.1, -3.1, 12.6, 2.7, 3.8, 0.0, 1.2, 6.2
- C/C(=C\c1ccc(C)o1)C(=O)c1c(C)cc(C)[nH]c1=O
  0.1, 0.0, 7.8, -0.8, 2.2, -1.9, -20.1, -2.7, -8.9
- Cc1ccc(C)c(NC(=O)c2cnn3ccccc23)c1
  0.1, -45.6, 1.4, 6.7, 1.5, 2.0, 3.2, -0.6, 68.6
- CCCc1cc(=O)[nH]c(SCC(=O)c2c(C)[nH]c3ccccc23)n1
  -3.2, 11.9, 3.8, -16.7, ., -35.8, -9.7, -0.2, 11.8
- Cc1cccc2sc(NC(=O)C3CCN(S(=O)(=O)c4cc([N+](=O)[O-])ccc4Cl)CC3)nc12
  10.8, -7.0, 1.8, 40.4*, -5.3, 27.6, -10.8, 1.9, 70.5*
- COc1ccc(NS(=O)(=O)c2cccc(C(=O)N/N=C(\C)c3ccc(-n4ccnc4)cc3)c2)cc1
  1.3, -5.3, -4.3, -2.9, 0.6, -3.2, -3.7, -1.2, 24.4
- CC(=O)OC(C(=O)N1CCN(c2ccccc2F)CC1)c1ccccc1 (centres undefined)
  1.7, 10.8, 1.7, -21.4, 4.2, 8.4, -11.4, 0.1, 19.2
- COc1ccccc1N1CCN(C(=O)Cn2nc3n(C)c4ccccc4n3c(=O)c2=O)CC1
  5.1, -7.1, -2.7, -2.4, -1.1, 3.1, 0.5, 2.9, -8.0
- CCn1nc(C)c(CNC(=O)CCc2nnc(-c3ccc(C(C)=O)s3)o2)c1C
  -0.4, 0.9, -2.4, 12.9, 2.6, -7.9, -4.4, 4.5, -1.2
- Cn1nc(OC(=O)Nc2ccccc2)cc1C(F)(F)F
  0.0, 1.8, -4.7, -15.8, 2.3, 7.8, -4.0, 3.2, 8.0
- O=C(O)COc1ccc(/C=N/O)cc1Br
  8.2, -6.7, 6.5, -18.1, 3.3, 3.0, -4.3, -0.5, 4.7
- CC(=O)c1cccc(NC(=O)N2CCCC2C(=O)Nc2ccccc2C)c1 (centres undefined)
  4.5, -23.2, 2.3, -3.2, -1.7, 5.1, -6.0, -1.2, -41.4
- Cc1nonc1CN(C)C(=O)CC1C(=O)NCCN1Cc1c(F)cccc1Cl (centres undefined)
  3.4, -29.0, 1.5, 5.4, 3.7, -6.7, -3.4, -0.2, -12.2
- CN1CCN(C(=O)c2cnn3c(C(F)(F)F)cc(-c4ccc5c(c4)OCO5)nc23)CC1
  6.2, -13.1, 2.7, -8.6, 2.9, -17.1, -5.8, 2.0, -18.4
- O=C(c1c[nH]c2ccc(S(=O)(=O)N3CCOCC3)cc2c1=O)N1CCN(c2ccccn2)CC1
  5.4, -9.5, -1.9, 5.9, 10.5, 7.9, 1.4, 0.1, 23.4
- COc1cc(S(=O)(=O)NCC2COCCO2)ccc1-n1cnnn1 (centres undefined)
  5.3, -0.2, -2.2, 7.2, 1.2, 7.7, -4.5, 0.6, -5.7
- O=C(N/N=C/c1ccc(N2CCOCC2)o1)c1cccc(C(F)(F)F)c1
  1.9, -4.0, 2.3, -14.6, 4.9, -17.8, -8.7, -2.5, 13.0
- Cc1ccccc1N1C(=O)CC(Sc2nnc(-c3ccccc3)o2)C1=O (centres undefined)
  6.7, 4.7, 7.9, -21.2, 11.9, -11.1, -10.8, -0.2, 108.3*
- CC(=O)c1cccc(NC(=O)C2CC(=O)N(Cc3ccccc3)C2)c1 (centres undefined)
  -0.1, -2.3, -3.7, -7.4, 2.6, -7.2, -6.6, 1.1, 35.7
